CSM14.1 death rescue: rescue of cells from ER stress-induced death, primary screen, 384-well, CSM14.1, thapsigargin, ATP luminescence (AID 1222); CSM14.1 thapsigargin-induced death rescue, ATP luminescence; higher % means a stronger effect; cellular ATP content (survival), % at 20 µM; hits with a dose series show EC50 in µM; 190,000 tested, under 10 active;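 active means EC50 below 50 µM in the dose-response confirmation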;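 further: death triggered by thapsigargin at about 15 µM added after 2 h compound pretreatment; cell ATP read after overnight thapsigargin exposure of roughly 18 to 22 hours; normalized against plate controls of thapsigargin alone and 5% DMSO vehicle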
West Nile antiviral: inhibition of WNV-induced cytopathic effect – cell-based, CPE readout (AID 1621); 290,000 compounds, 0.02% hits; CPE inhibition, % at 10 µM; hits with a dose series show IC50 in µM; West Nile virus-infected cells, CPE inhibition; higher % means a stronger effect; in the data active means a potency from the dose series; further: strong numbers were not always called active
human PMI inhibition: inhibitors of human PMI, primary screen, biochemical, fluorescence intensity, coupled assay (AID 1209). purified PMI enzyme, coupled fluorescence intensity; higher % means a stronger effect. one-dose inhibition, % at 20 µM; IC50 in µM for titrated hits. 190,000 compounds, 0.42% hits;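 further: plate controls were DMSO vehicle for no effect and wells lacking substrate for full effect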
RSV antiviral HEp-2: inhibition of RSV-induced cytopathic effect – HEp-2 cells, primary 10 µM value included (AID 2391); 310,000 compounds, 0.13% hits; CPE inhibition, % at 10 µM; hits with a dose series show IC50 in µM; HEp-2 cells, RSV-induced CPE inhibition; higher % means a stronger effect; in the data active means a potency from the dose series; further: strong numbers were not always called active
SV40 large T antigen: TAg ATPase/helicase activity blockers – biochemical (AID 1903). SV40 large T antigen ATPase/helicase inhibition assay; higher % means a stronger effect. one-dose inhibition, % at 20 µM; IC50 in µM for titrated hits. 310,000 compounds, 0.39% hits; in the data active means a potency from the dose series; further: strong numbers were not always called active
TNAP activation fold: stimulation of alkaline phosphatase TNAP activity – biochemical, luminescent, no phosphate acceptor, uHTS, primary screen (AID 1001) | purified TNAP, luminescent activation assay, no phosphate acceptor; higher activation fold means a stronger effect | one-dose activation fold at 20 µM; EC50 in µM for titrated hits | 200,000 compounds, 0.03% hits; in the data active means activation fold from about 3, or a potency from the dose series; inactive means the rest, 99 in 100 with activation fold below about 1.6; further: many of its hits are not listed in these tables
Salmonella PhoP GFP: PhoP-dependent GFP reporter repression – Salmonella Typhimurium, primary screen (AID 1863); S. Typhimurium PhoP-regulated promoter GFP reporter, 4 h; higher % means a stronger effect; inhibition, % at 50 µM; hits with a dose series show IC50 in µM; 300,000 compounds, 0.16% hits;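 active means inhibition over 29.93%, a cutoff 3 SD above the screen mean, later confirmed by dose response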;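 further: 0% = low Mg2+ inducing control and 100% = high Mg2+ repressing control; strong numbers were not always called active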
Ins promoter up: MIN6 insulin promoter up-regulation. MIN6 insulin promoter-GFP reporter, high-content imaging; stronger effect = higher value. z-score at 5 µM. 190,000 compounds, 0.3% hits. AID 1625;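 active means z-score above 3 at 5 µM with at least 500 cells counted in the well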
human PMI inhibitors: human PMI inhibitors, high substrate, primary screen, biochemical, fluorescence intensity, high mannose 6-phosphate (AID 1220); 190,000 compounds, 0.66% hits; one-dose inhibition, % at 20 µM; IC50 in µM for titrated hits; recombinant PMI enzyme, coupled fluorescence intensity; higher % means a stronger effect
Ins promoter up cell count: also measured in Ins promoter up; calls as there; cell count; measured here: cytotoxicity, nuclei count;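 total cells summed across four imaged fields per well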
* hit, by the source's call; nt = no result given. Unless noted, no stated cut-off is given here; in the data, active means inhibition above about 50%; inactive means the rest.

SMILES	CSM14.1 death rescue	West Nile antiviral	human PMI inhibition	RSV antiviral HEp-2	SV40 large T antigen	TNAP activation fold	Salmonella PhoP GFP	Ins promoter up	Ins promoter up cell count	human PMI inhibitors
FC(F)(F)c1cccc(NC(=S)Nc2cccc(Cl)c2)c1	-1.4%	-0.2%	13%	-3.5%	3%	0.9	4%	2.1	1563	2%
Cc1nc(SCC(=O)Nc2cc(C)on2)c2c(C)c(C)sc2n1	-1.0%	0.3%	-9%	0.3%	2%	1.1	9%	1.1	1066	-13%
CCn1c(=O)c2sccc2n(CC(=O)NC2CCCC2)c1=O	nt	-0.2%	nt	0.0%	3%	nt	0%	nt	nt	nt
O=C(Cn1nnc(-c2ccccc2F)n1)Nc1ccc(S(=O)(=O)NC2CCCC2)cc1	-0.6%	0.3%	-2%	2.3%	2%	0.9	4%	-0.04	937	-14%
CC(C)(C)NC(=S)NNC(=O)c1ccccc1Cl	-0.3%	-0.2%	2%	2.3%	19%	1.9	-7%	-0.32	1194	3%
COc1ccc([N+](=O)[O-])cc1N(CC(=O)N1CCCC1)S(C)(=O)=O	-1.9%	0.1%	4%	0.3%	25%	1	0%	0.12	1357	1%
COc1ccc(CCC(=O)N2CCc3ccccc32)cc1	-1.2%	-0.8%	10%	2.5%	13%	1.1	7%	0.76	1068	8%
Cc1ccc(C)c(S(=O)(=O)Nc2nc3ccc(S(N)(=O)=O)cc3s2)c1	-2.1%	1.3%	-15%	0.8%	-1%	1	-9%	nt	nt	0%
Cc1ccc(C)c(OCCCCN2CCCCC2)c1	nt	-0.7%	nt	-0.2%	7%	nt	3%	nt	nt	nt
O=C(CN1C(=O)C(=O)N(C2CCCC2)C1=O)Nc1ccc(N2CCOCC2)cc1	-1.4%	-0.1%	-19%	0.8%	19%	1.1	4%	0.24	1196	-17%
CN(C)c1ccc(Sc2nnc(NC(=O)Nc3ccc(Cl)cc3Cl)s2)cc1	3.3%	-0.2%	10%	2.5%	-1%	1.1	-8%	nt	nt	2%
COc1ccc(-c2nc(CNS(=O)(=O)c3cc(OC)ccc3OC)cs2)cc1	-4.1%	-0.4%	21%	0.2%	7%	1.1	-6%	1.6	1839	18%
CC12c3ccccc3C(c3ccccc31)C1C(=O)N(c3cccnc3)C(=O)C12 (stereo not given)	-0.8%	-0.7%	20%	1.7%	2%	1.1	10%	nt	nt	8%
CC(C(=O)Nc1ccc(F)c(F)c1F)N1CCCCCC1 (stereo not given)	-2.8%	nt	15%	0.6%	4%	1.1	-2%	nt	nt	13%
CCN1CCCC1CNC(=O)c1[nH]c2ccc(OC)cc2c1C (stereo not given)	nt	-0.6%	nt	-0.6%	3%	nt	8%	nt	nt	nt
O=C(Cc1ccc(-n2c(=O)[nH]c3ccsc3c2=O)cc1)N1CCN(c2ccc(Cl)cc2)CC1	-2.0%	0.1%	16%	22%	5%	1.2	0%	-0.67	1150	0%
O=C(Nc1nccs1)C(NS(=O)(=O)c1ccc(Br)s1)c1ccccc1 (stereo not given)	-1.9%	0.8%	-7%	2.2%	1%	1.1	-6%	-0.32	1330	2%
COc1ccc(/C=C/C(=O)N2c3ccccc3Sc3ccc(C(F)(F)F)cc32)cc1	-1.2%	-0.8%	9%	7.5%	2%	1.1	8%	-0.29	1348	-1%
CC(C)(C)C(=O)/C(=C/c1ccncc1)n1cncn1	1.5%	-1.9%	-5%	-2.9%	9%	1	8%	-0.25	757	-6%
O=C(Cc1cccs1)Nc1ccc(S(=O)(=O)Nc2ncccn2)cc1	-2.7%	-0.2%	6%	0.8%	11%	1.1	-23%	0.25	1588	0%
COc1ccc(S(=O)(=O)Nc2ccc(S(=O)(=O)Nc3ccc(F)cc3)cc2)cc1C	0.9%	0.4%	23%	8.7%	22%	1.1	-8%	nt	nt	22%
CCn1c(SCC(=O)NC2CC2)nnc1-c1ccccn1	nt	-0.1%	nt	-0.2%	0%	nt	-3%	nt	nt	nt
CCOc1ccc(S(=O)(=O)N(C)c2ccc(OCC(=O)NCCc3ccc(OC)cc3)cc2)cc1	nt	0.0%	nt	0.2%	25%	nt	-4%	-0.2	1106	nt
CCOCC(=O)Nc1ccc(OCc2ccccc2)cc1	-0.2%	-0.5%	0%	0.1%	7%	1.1	6%	0.27	1421	-2%
CCc1cc(=O)oc2cc(C)cc(OC(C)C(=O)NCc3cccnc3)c12 (stereo not given)	nt	0.1%	nt	1.4%	-3%	nt	-4%	nt	nt	nt

Further structures:
SMILES	CSM14.1 death rescue	West Nile antiviral	human PMI inhibition	RSV antiviral HEp-2	SV40 large T antigen	TNAP activation fold	Salmonella PhoP GFP	Ins promoter up	Ins promoter up cell count	human PMI inhibitors
CC(=O)NCCNc1nc2c(-c3cccc(C(F)(F)F)c3)nnn2c2ccccc12	nt	-1.3%	nt	2.8%	7%	nt	-1%	nt	nt	nt
CC1=C(C(=O)OC2CCCCC2)C(c2ccccc2F)NC(=O)N1 (stereo not given)	nt	-0.8%	nt	1.8%	5%	nt	-6%	nt	nt	nt
CCCn1cc(S(=O)(=O)c2ccc(C)cc2)c(=O)c2cc(OCC)ccc21	nt	-0.3%	nt	3.3%	17%	nt	2%	nt	nt	nt
CCOc1ccccc1N1CCN(CC(=O)Nc2cc(C)on2)CC1	-0.4%	-0.3%	-13%	0.8%	-2%	1.1	-7%	-0.68	1242	-6%
COc1ccc(C(=O)NCc2cccnc2)cc1Br	-0.5%	-0.2%	-12%	0.8%	7%	1.2	3%	1.1	920	-10%
CC(=O)c1cccc(CN2CCCC(CCC(=O)NCc3ccccc3F)C2)c1 (stereo not given)	-1.4%	-0.8%	-4%	-2.0%	5%	1.1	7%	0.64	1521	-6%
CCOC(=O)c1sc(=NC(=O)c2c(F)cccc2F)n(C)c1C	nt	-0.6%	nt	0.5%	12%	nt	2%	nt	nt	nt
Brc1cc2c(cc1CSc1ncccn1)OCO2	nt	2.6%	nt	2.0%	6%	nt	6%	nt	nt	nt
Cn1cc(C(=O)Nc2ccc(F)c(Cl)c2)cn1	-1.4%	-0.4%	-4%	0.7%	8%	1.1	25%	0.02	1242	4%
Nc1nc(Nc2ccc(Cl)cc2Cl)nc(C(F)(F)F)n1	0.5%	-0.1%	10%	0.1%	0%	1.1	-5%	0.13	1355	8%
COc1ccc(Cl)cc1C(=O)NCCN(C)C	0.6%	-0.2%	-8%	0.2%	15%	1	11%	nt	nt	-7%
COCCNC(=O)c1cc2c(=O)n(C)c3ccccc3c2n1C	-1.8%	0.5%	1%	0.1%	4%	1.3	10%	-1.5	1090	6%
C[C@@H](NC(=O)[C@@H]1Cc2ccccc2CN1)C(=O)NC1CCCC1	nt	0.1%	nt	0.6%	4%	nt	6%	nt	nt	nt
CCCCCn1c2nc3ccccc3nc2c2c(=O)n(CC3CCCO3)c(C)nc21 (stereo not given)	5.8%	nt	-13%	nt	nt	1	nt	0.21	1348	-1%
NC(=O)c1sc2nc3c(c(-c4ccco4)c2c1N)CCCC3	nt	0.1%	nt	8.8%	17%	nt	-16%	-0.46	1133	nt
C=CCn1c(CSc2nc3ccccc3s2)nnc1SCC(=O)NCCN1CCOCC1	2.3%	-0.2%	1%	0.5%	13%	1.1	-14%	0.3	1310	0%
CN(Cc1ccccc1)c1ncnc2ccc(Br)cc12	-2.4%	0.8%	-9%	1.4%	12%	1.1	-3%	-1.8	1215	-6%
Cn1c(=O)c2c(-c3cccc(F)c3)c3c(nc2n(C)c1=O)-c1ccccc1C3O (stereo not given)	-0.8%	0.0%	-29%	nt	21%	1	5%	-0.1	1594	-56%
CCc1c(C)nc2c(-c3ccccc3OC)c(C)[nH]n2c1=O	nt	0.0%	nt	1.2%	13%	nt	-5%	nt	nt	nt
CN(C(=O)CSC1=NCCS1)c1ccccc1	4.0%	0.3%	-5%	1.1%	-3%	1	5%	-1	862	-10%
NC1=C([N+](=O)[O-])C(c2ccccc2)C2=C(CCCC2=O)O1 (stereo not given)	-3.5%	0.0%	-3%	-0.1%	6%	1	-8%	0.9	1346	-2%
CCCN(C(=O)c1cn(CC)c2nc(C)ccc2c1=O)c1c(N)n(Cc2ccccc2)c(=O)[nH]c1=O	-0.2%	0.0%	11%	0.4%	2%	1	3%	-0.17	1412	12%
CC(NCc1cccs1)C(=O)Nc1cc(Cl)cc(Cl)c1 (stereo not given)	nt	-0.7%	nt	0.6%	-8%	nt	6%	nt	nt	nt
COCCNC(=O)C(c1ccc(C)o1)N(C(=O)c1snc(C(N)=O)c1N)c1cccc(C)c1 (stereo not given)	0.9%	-0.7%	12%	0.8%	14%	1.1	-5%	-0.25	1109	8%
c1csc(Cn2nnnc2CN2CCN(c3nc4ccccc4s3)CC2)c1	0.6%	-1.3%	10%	7.6%	14%	1	4%	-0.49	1086	8%

(list continues)
SMILES	CSM14.1 death rescue	West Nile antiviral	human PMI inhibition	RSV antiviral HEp-2	SV40 large T antigen	TNAP activation fold	Salmonella PhoP GFP	Ins promoter up	Ins promoter up cell count	human PMI inhibitors
CCOC(=O)C(C(C)=O)C(c1ccc(OCCC(C)C)cc1)C(C(C)=O)C(=O)OCC (stereo not given)	-0.2%	0.1%	0%	1.0%	4%	1	2%	nt	nt	4%
O=C(NC1CCN(C(=S)NCc2ccco2)CC1)c1cccc(F)c1	-0.6%	-0.8%	-13%	0.4%	26%	1.1	-10%	1	1278	-8%
C=CCn1c(SC)nnc1C1COc2ccccc2O1 (stereo not given)	1.2%	0.0%	-19%	3.0%	-2%	0.9	4%	0.68	1283	-17%
Cn1nnnc1SCC(=O)NCCCc1ccccc1	-2.0%	-0.1%	-1%	1.4%	6%	1.1	1%	-0.06	1124	3%
COc1ccccc1P(=O)(c1ccccc1)c1ccccc1NC(C)=O (stereo not given)	nt	0.5%	nt	-0.1%	8%	nt	-18%	0.55	1098	nt
Cc1[nH][nH]c(=O)c1C(c1cc2c(cc1Br)OCO2)c1c(C)[nH][nH]c1=O	-0.3%	1.1%	8%	-0.3%	13%	1.1	-9%	-0.72	1210	40%
CCN(c1ccccc1)S(=O)(=O)c1nnc(NC(=O)C(C)(C)C)s1	nt	-0.4%	nt	8.6%	5%	nt	8%	nt	nt	nt
CC(=O)N(C)c1cccc([N+](=O)[O-])c1	0.1%	0.1%	2%	1.5%	-4%	1	0%	-0.02	1366	2%
CSc1ccc(-c2nc3cnccn3c2Nc2ccc3c(c2)OCO3)cc1	0.1%	0.6%	21%	2.0%	23%	0.8	19%	nt	nt	19%
C#CCOCCOCCOCCNc1nc(N2CCN(C(=O)[C@H]([C@@H](C)CC)n3cc(CCCN=C(N)N)nn3)CC2)nc(N2CCN(C(=O)[C@H](C)n3cc(CCCN=C(N)N)nn3)CC2)n1	13%	nt	-23%	0.0%	7%	1.2	9%	0.58	1340	-29%
c1ccc(-c2csc(Cc3nnc4n3CCCCC4)n2)cc1	-0.6%	-0.3%	8%	2.2%	5%	1	1%	0.24	1330	9%
COc1ccccc1C(=O)NCC(=O)NCCc1ccc(Cl)cc1	nt	-0.7%	nt	3.5%	9%	nt	5%	nt	nt	nt

For convenience, part of the list above.
SMILES	CSM14.1 death rescue	West Nile antiviral	human PMI inhibition	RSV antiviral HEp-2	SV40 large T antigen	TNAP activation fold	Salmonella PhoP GFP	Ins promoter up	Ins promoter up cell count	human PMI inhibitors
CSc1ccc(-c2nc3cnccn3c2Nc2ccc3c(c2)OCO3)cc1	0.1%	0.6%	21%	2.0%	23%	0.8	19%	nt	nt	19%
C#CCOCCOCCOCCNc1nc(N2CCN(C(=O)[C@H]([C@@H](C)CC)n3cc(CCCN=C(N)N)nn3)CC2)nc(N2CCN(C(=O)[C@H](C)n3cc(CCCN=C(N)N)nn3)CC2)n1	13%	nt	-23%	0.0%	7%	1.2	9%	0.58	1340	-29%

Source: PubChem (several laboratories)
